Screens as filed in PubChem BioAssay.
mIAP inh: blocks mouse intestinal alkaline phosphatase. inhibition, % at 10 µM. actives 0.2% (n = 330,000). AID 2806. purified mouse IAP, CDP-Star luminescence, 30 min;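 active = inhibition of at least 40% at 10 µM in the primary screen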;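 also: plate controls were DMSO with enzyme for no effect and no enzyme wells for full effect; values of inactives mirror those of a sister screen read the other way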
hIAP block: blocks human intestinal alkaline phosphatase; purified IAP, CDP-Star luminescence, 30 min; inhibition, % at 10 µM; actives 0.12% (n = 330,000);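 active = inhibition reaching a set limit with compound at 10 µM in the primary screen, cut at about 35% in these data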;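 also: plate controls were DMSO wells with enzyme for no effect and no-enzyme buffer wells for full effect; values of inactives mirror those of a sister screen read the other way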
Target sequence (P09923 whole entry, looked up): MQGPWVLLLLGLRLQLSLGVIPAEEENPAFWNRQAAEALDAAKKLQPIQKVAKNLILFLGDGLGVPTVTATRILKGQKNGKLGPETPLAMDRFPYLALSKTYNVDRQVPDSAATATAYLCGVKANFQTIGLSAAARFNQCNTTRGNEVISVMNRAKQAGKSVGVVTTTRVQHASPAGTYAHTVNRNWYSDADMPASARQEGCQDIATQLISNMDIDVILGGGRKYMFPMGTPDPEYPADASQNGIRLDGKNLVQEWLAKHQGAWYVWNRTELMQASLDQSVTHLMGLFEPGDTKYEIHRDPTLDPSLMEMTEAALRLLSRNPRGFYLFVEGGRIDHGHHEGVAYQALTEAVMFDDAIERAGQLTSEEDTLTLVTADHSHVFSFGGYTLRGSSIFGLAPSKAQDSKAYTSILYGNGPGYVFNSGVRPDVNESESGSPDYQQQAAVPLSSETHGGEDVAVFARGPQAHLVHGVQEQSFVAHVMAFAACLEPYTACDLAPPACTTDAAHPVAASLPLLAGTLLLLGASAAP
ATG4B inh: blocks human ATG4B protease cleavage of LC3 substrate | actives 0.51% (n = 340,000) | Q9Y4P1 | inhibition, % at 8.33 µM | ATG4B cleavage of LC3-PLA2, NBD-HPC fluorescence, 1 h; in the data active = inhibition above about 40%
Target sequence (Q9Y4P1 whole entry, looked up): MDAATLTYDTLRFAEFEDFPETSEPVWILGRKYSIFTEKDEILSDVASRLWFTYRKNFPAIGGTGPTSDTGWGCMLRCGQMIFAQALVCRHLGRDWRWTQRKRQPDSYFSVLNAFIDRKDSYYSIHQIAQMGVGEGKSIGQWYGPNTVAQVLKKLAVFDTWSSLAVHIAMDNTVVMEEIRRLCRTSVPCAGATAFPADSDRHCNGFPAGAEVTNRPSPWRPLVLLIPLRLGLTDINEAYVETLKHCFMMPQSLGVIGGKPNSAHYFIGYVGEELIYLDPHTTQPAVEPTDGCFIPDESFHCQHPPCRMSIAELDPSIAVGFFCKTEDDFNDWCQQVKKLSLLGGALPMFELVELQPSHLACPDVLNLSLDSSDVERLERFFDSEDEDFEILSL
hIAP act: increases human intestinal alkaline phosphatase activity; AID 2524; actives 0.16% (n = 330,000); purified human IAP, CDP-Star luminescence, 30 min; active compounds read high; 1 = vehicle-only enzyme, 0 = enzyme-free background; activation factor at 10 µM; P09923;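 active = activation factor of the enzyme at least 2-fold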; also: the source names both 10 and 20 µM as test concentration; values of inactives mirror those of a sister screen read the other way
TIM10 inh: growth inhibitors of TIM10 yeast strain. S. cerevisiae TIM10 strain growth, BacTiter-Glo luminescence, 24 h. inhibition, % at 10 µM. actives 1.4% (n = 330,000);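 active = inhibition of 40% or more at the single tested concentration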;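 also: wild-type TIM10 isogenic control strain grown at permissive 25 °C; 0% = DMSO yeast wells and 100% = minimal medium wells without yeast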
Apaf-1 inh: human Apaf-1 inhibition. O14727. reconstituted apoptosome caspase-3 activity, DEVD-Rh110 fluorescence. inhibition, % at 20 µM. actives 0.71% (n = 330,000). AID 489030; active = inhibition of at least 40% at 20 µM;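 also: plate controls were DMSO wells for no effect and DEVD-CHO caspase inhibitor wells for full effect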
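Medium: Hepes buffer, pH 7.5 / System: biochemical Apaf-1 apoptosome reconstitution / Measured by: Rh110 fluorescence, excitation 480 nm, emission 540 nm / Times: compound with Apaf-1, dATP, procaspase-3 30 min, then 50 min reaction, room temperature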
mIAP act: mouse IAP activation | actives 0.24% (n = 330,000) | muIAP, CDP-Star luminescence, 30 min; active compounds read high; 1 = vehicle-only enzyme signal, 0 = enzyme-free wells | activation factor at 10 µM;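 active = activation factor of at least 2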; also: the source names both 10 and 20 µM as test concentration; values of inactives mirror those of a sister screen read the other way
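Assay system: mouse IAP enzyme; Reagent: CDP-Star chemiluminescent phosphatase substrate; Compound: DMSO-dissolved test compounds; Incubation: 30 min, room temperature; Technique: luminescence from enzymatic CDP-Star hydrolysis; Controls: DMSO-only wells and no-enzyme negative control.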
tim10-1 inh: growth inhibitors of tim10-1 mutant yeast; S. cerevisiae tim10-1 ts strain growth, BacTiter-Glo, 24 h; inhibition, % at 20 µM; actives 2.2% (n = 330,000);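 active = inhibition of at least 40%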;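 also: mutant grown at 25 °C; 0% = DMSO wells with yeast and 100% = wells holding no yeast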
NLRP3 yeast inh: inhibitors of NALP3 inflammasome in yeast | Yeast reconstituted NLRP3/ASC/caspase-1, beta-gal luminescence, 24 h | inhibition, % at 10 µM | actives 0.39% (n = 330,000);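 active = inhibition of 50% or more; inactive = inhibition below 50%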;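 also: plate controls were induced DMSO wells for no effect and uninduced yeast grown without galactose for full effect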
Starred values were filed as active, the others as inactive; / = not tested or not shown.

SMILES | mIAP inh | hIAP block | ATG4B inh | hIAP act | TIM10 inh | Apaf-1 inh | mIAP act | tim10-1 inh | NLRP3 yeast inh
O=C(NCCN1CCCC1)C1CCN(S(=O)(=O)N2CCC3(CC2)OCCO3)CC1 | 0 | 1 | -5 | 0.99 | -1 | -18 | 1 | 2 | 0
CCOC(=O)CNc1c(-c2ccc(OC)cc2)nc2ccc(Cl)cn12 | 2 | -10 | -17 | 1.1 | 24 | -1 | 0.98 | 13 | 31
CCCCCCSc1ccc([C@@H]2[C@H]3C(=O)N(CC)C(=O)[C@H]3[C@]3(C(=O)OC)CCCCN23)cc1OC | 5 | 4 | 0 | 0.96 | 8 | 23 | 0.95 | 7 | 10
O=C(Nc1ccc(F)cc1)C1CC(=O)n2cnnc2N1 (stereo not given) | 0 | 0 | 2 | 1 | -4 | -20 | 1 | 2 | 1
CCOC(=O)c1ccc(NS(=O)(=O)c2cc(-c3nnnn3C(C)C)ccc2OC)cc1 | 4 | -2 | 7 | 1 | 1 | 2 | 0.96 | -1 | 8
COc1ccc(CC(=O)OCC(=O)NC(=O)NC2CCCCC2)cc1 | 5 | 21 | -8 | 0.79 | 10 | 4 | 0.95 | 13 | 6
CC(C)c1onc(C(=O)NCc2ccc(Cl)cc2)c1[N+](=O)[O-] | -1 | 7 | 1 | 0.93 | 20 | -11 | 1 | 25 | 28
CCOC(=O)Nc1nnc(-c2ccccc2OC)s1 | -7 | 2 | -6 | 0.98 | -4 | 11 | 1.1 | -4 | 36
CC(C)C(=O)Nc1ccc(C(=O)NN2C(=O)c3ccccc3C2=O)cc1 | -1 | 3 | -3 | 0.97 | 7 | 2 | 1 | -12 | 25
COc1cccc(-n2c(-c3ccccc3)c[nH]c2=S)c1 | -3 | 2 | -4 | 0.98 | 12 | 3 | 1 | -9 | 35
COC(=O)Cn1c(=O)c2c(nc3n2CCCN3Cc2ccccc2)n(C)c1=O | 2 | -1 | 9 | 1 | 13 | 2 | 0.98 | 2 | -5
COc1cc(/C=N\NC(=O)CN2CCOCC2)ccc1OCC(=O)Nc1ccc(C)c(C)c1 | 8 | -15 | -7 | 1.2 | 4 | 11 | 0.92 | 20 | 10
COc1ccc(N(C(C)C(=O)N2CCC(Cc3ccccc3)CC2)S(C)(=O)=O)cc1 (stereo not given) | -3 | -7 | 2 | 1.1 | 25 | 4 | 1 | 29 | -51
O=C(CCN1C(=O)C2C3C=CC(C3)C2C1=O)Nc1ccccc1F (stereo not given) | -6 | 26 | 2 | 0.74 | -7 | 0 | 1.1 | 6 | -3
COC(=O)CCC(=O)c1oc2ccc(Br)cc2c1N | 4 | 8 | 2 | 0.92 | 44* | 4 | 0.96 | 41* | 12

3 of the entries above in order of the mIAP act value, highest first:
| Compound | mIAP act |
| --- | --- |
| O=C(NCCN1CCCC1)C1CCN(S(=O)(=O)N2CCC3(CC2)OCCO3)CC1 | 1 |
| COC(=O)Cn1c(=O)c2c(nc3n2CCCN3Cc2ccccc2)n(C)c1=O | 0.98 |
| COC(=O)CCC(=O)c1oc2ccc(Br)cc2c1N | 0.96 |

Continuation.
SMILES | mIAP inh | hIAP block | ATG4B inh | hIAP act | TIM10 inh | Apaf-1 inh | mIAP act | tim10-1 inh | NLRP3 yeast inh
O=C(Nc1cccc(-c2ccc(N3CCCCC3)nn2)c1)c1ccco1 | -1 | 4 | 11 | 0.96 | -4 | 13 | 1 | 24 | 16
CC(C)c1cc(C(=O)Nc2cccnc2)no1 | 8 | -7 | 4 | 1.1 | 1 | -26 | 0.92 | 18 | 25
COc1cc(/C=C/C(=O)Nc2ccc(C(C)=O)cc2)cc(OC)c1OC | 5 | -5 | -19 | 1 | 11 | 0 | 0.95 | 34 | 8
Cn1c(=O)n(Cc2ccccc2)c2ccccc21 | 1 | 3 | 3 | 0.97 | 27 | -13 | 0.99 | 20 | 2
Cc1ccc(N(C(=O)c2ccccn2)C(C(=O)NC2CCCCC2)c2ccncc2)cc1 (stereo not given) | 6 | 3 | -6 | 0.97 | 18 | -3 | 0.94 | 12 | 16
COc1ccc(C(=O)NC(=S)Nc2cccc3ncccc23)cc1[N+](=O)[O-] | 6 | -25 | -3 | 1.3 | 9 | 14 | 0.94 | 4 | 5
CCOC(=O)c1c(NC(=S)Nc2cc([N+](=O)[O-])ccc2OC)sc2c1CCCCC2 | 22 | 1 | / | 0.99 | 4 | 8 | 0.78 | 13 | 9
CN(C(=O)c1ccc(NC(=O)Cc2cccc(NC(=O)C3CCCN(C(=O)CCc4ccccc4)C3)c2)cc1)C1CCCC1 (stereo not given) | -49 | -4 | -17 | 1 | -2 | 24 | 1.5 | 1 | 6
COc1ccc(NC(=O)CSc2n[nH]c(=O)n2Cc2ccccc2)cc1Cl | -5 | -6 | -1 | 1.1 | -17 | 10 | 1 | 0 | 16
FC(F)(F)c1ccccc1-c1nc(-c2ccncc2)no1 | -8 | 2 | 0 | 0.98 | 5 | 0 | 1.1 | -47 | 4
CCOc1ccc(/C=N/NC(=O)C(=O)N2CCCCCC2)c2ccccc12 | 6 | -11 | -17 | 1.1 | 14 | 24 | 0.94 | 24 | 3
CC(Sc1nnc(C2CC2)n1C1CC1)C(=O)NC1(C#N)CCCCC1 (stereo not given) | 12 | 0 | 5 | 1 | 0 | -8 | 0.88 | -2 | 13
CCOC(=O)N1CCN(CC(=O)N2c3ccccc3Sc3ccccc32)CC1 | 1 | -12 | 0 | 1.1 | 30 | 5 | 0.99 | 24 | -4
COc1ccc(C2/C=C\CN(C(=O)c3ccccc3)[C@H](Cc3ccccc3)C(=O)N2Cc2ccc(F)cc2)cc1 (stereo not given in full) | 11 | 0 | -3 | 1 | 4 | 15 | 0.89 | 3 | 21
COc1ccccc1OCC(=O)Nc1cc(S(=O)(=O)N2CCCCC2)ccc1N1CCCCC1 | -4 | 5 | 42* | 0.95 | 13 | 34 | 1 | 26 | 15
N#CC1=C(N)Nc2nc3ccccc3n2C1c1ccc(Cl)cc1 (stereo not given) | -15 | -13 | 5 | 1.1 | -23 | 9 | 1.1 | -5 | -14
COc1ccc(C(=O)NCC(=O)OCCCOC(=O)CNC(=O)c2ccc(OC)c(OC)c2)cc1OC | -8 | 4 | 7 | 0.96 | 6 | 12 | 1.1 | 12 | 19
Cc1ccc(N(Cc2cc3ccccc3[nH]c2=O)C(=O)c2cccs2)cc1C | 0 | -4 | -8 | 1 | 11 | 33 | 1 | 19 | 12
COc1ccc(OC)c(C2C=C(C34CC5CC(CC(C5)C3)C4)NC(=S)N2)c1 (stereo not given) | -2 | 12 | 25 | 0.88 | 41* | 24 | 1 | 47* | 11
CCCn1c(CCNc2nc(-c3ccc(OC)cc3)cs2)nc2ccccc21 | 9 | 5 | -6 | 0.95 | 19 | 6 | 0.91 | 18 | 22
O=C(NCCCn1ccnc1)C(=O)NC1CCCCC1 | 12 | -13 | -6 | 1.1 | -2 | -5 | 0.88 | 0 | 2
CCCCN(CC)CCNS(=O)(=O)c1ccc2c(c1)oc(=O)n2C | 5 | -6 | -3 | 1.1 | -6 | 10 | 0.95 | 6 | 19
COc1ccc(CN(C2CCCC2)S(=O)(=O)c2ccc(-n3cnnn3)cc2)cc1 | 11 | 2 | -11 | 0.98 | 34 | 7 | 0.89 | 40* | 14
Cc1nn2c(N)c(-c3ccccc3)cnc2c1-c1ccc(Cl)cc1 | 3 | -4 | 13 | 1 | 26 | 14 | 0.97 | 24 | 9
COc1ccc2sc(-c3ccc(N(C)C)cc3)c(-c3cnc(OC)nc3)c2c1 | 14 | 0 | -3 | 0.99 | 11 | 20 | 0.86 | 14 | 15
CCN1CCN(S(=O)(=O)c2ccc3[nH]c(=O)oc3c2)CC1 | -7 | -33 | 7 | 1.3 | 1 | 0 | 1.1 | 16 | 6
Cc1cnccc1NC(=O)c1cccs1 | 6 | -27 | -7 | 1.3 | -5 | 6 | 0.94 | 6 | 13
CN(C(=O)COC(=O)c1n[nH]c2ccccc12)C1CCS(=O)(=O)C1 (stereo not given) | -5 | 5 | -3 | 0.95 | -18 | 12 | 1 | -9 | -4
CC1(C)Cc2[nH]c(=O)c(C#N)cc2CS1 | -8 | 1 | 1 | 0.99 | -10 | -6 | 1.1 | -2 | 7
Cc1nnc(SCC(=O)Nc2nc3ccccc3s2)n(N)c1=O | 0 | 1 | -1 | 0.99 | -1 | -16 | 1 | 6 | 13

Individual results from above.
`COc1ccc(CN(C2CCCC2)S(=O)(=O)c2ccc(-n3cnnn3)cc2)cc1` in mIAP act is listed with 0.89
`CN(C(=O)COC(=O)c1n[nH]c2ccccc12)C1CCS(=O)(=O)C1` (stereo not given) in mIAP inh is listed with -5

The list continues:
SMILES | mIAP inh | hIAP block | ATG4B inh | hIAP act | TIM10 inh | Apaf-1 inh | mIAP act | tim10-1 inh | NLRP3 yeast inh
CCCN(CC1CC1)C(=O)COC(=O)c1ccc(CNS(=O)(=O)c2ccc(F)c(Cl)c2)cc1 | 4 | -7 | -8 | 1.1 | 15 | 27 | 0.96 | 7 | 12
CCOc1ccc2oc(=O)cc(CN3CCN(Cc4ccccc4)CC3)c2c1 | 0 | -25 | 2 | 1.2 | 3 | 14 | 1 | 11 | 29
O=[N+]([O-])c1ccc(C(=S)N2CCN(Cc3ccccc3)CC2)cc1 | 14 | 3 | 0 | 0.97 | 17 | 6 | 0.86 | 24 | -2
CC1(C)Cc2c(cnn2-c2ccccc2)C(NC(=O)CCc2ccc(=O)[nH]n2)C1 (stereo not given) | 0 | 4 | 19 | 0.96 | -8 | -3 | 1 | 7 | 6
CCN(CC)S(=O)(=O)c1ccc2oc(SCc3ccc(F)cc3)nc2c1 | 8 | 3 | -3 | 0.97 | 16 | 13 | 0.92 | 19 | 14
COc1cccc(C(=O)OC(C)C(=O)NCC2CCCCC2)c1 (stereo not given) | -1 | 22 | -6 | 0.79 | 12 | -1 | 1 | 5 | 14
O=C(c1ccc2snnc2c1)N1CCOCC1 | 0 | -10 | -7 | 1.1 | -6 | 2 | 1 | -18 | -30
COc1ccc(-c2nn(-c3ccccc3)cc2C(=O)OCC(=O)c2ccc(C)c([N+](=O)[O-])c2)cc1 | 10 | -4 | -1 | 1 | 20 | -9 | 0.9 | 22 | 1
COCCN1C(=O)C(O)=C(C(=O)c2ccco2)C1c1cccc(Oc2ccccc2)c1 (stereo not given) | 12 | 11 | -9 | 0.89 | -7 | 9 | 0.88 | -4 | 6
CC1CC(C)CN(S(=O)(=O)c2ccc(C(=O)OCC(=O)NCCN3C(=O)CSC3=O)cc2)C1 (stereo not given) | 1 | 4 | -11 | 0.96 | -2 | 8 | 0.99 | -3 | 11
Cc1onc(-c2ccccc2Cl)c1C(=O)NC(=S)NCC(=O)c1ccccc1 | 17 | 4 | 45* | 0.96 | 7 | 0 | 0.83 | 14 | 3
O=C(O)C1CC=CCC1C(=O)Nc1ccc(Oc2ccc(Cl)cc2)cc1 (stereo not given) | -3 | -11 | -2 | 1.1 | 5 | 12 | 1 | -3 | 12

Some of the entries so far, with each value named:
> Cc1onc(-c2ccccc2Cl)c1C(=O)NC(=S)NCC(=O)c1ccccc1
  mIAP inh: 17
  hIAP block: 4
  ATG4B inh: 45*
  hIAP act: 0.96
  TIM10 inh: 7
  Apaf-1 inh: 0
  mIAP act: 0.83
  tim10-1 inh: 14
  NLRP3 yeast inh: 3
> O=C(O)C1CC=CCC1C(=O)Nc1ccc(Oc2ccc(Cl)cc2)cc1 (stereo not given)
  mIAP inh: -3
  hIAP block: -11
  ATG4B inh: -2
  hIAP act: 1.1
  TIM10 inh: 5
  Apaf-1 inh: 12
  mIAP act: 1
  tim10-1 inh: -3
  NLRP3 yeast inh: 12
